High-throughput results (PubChem)
EPAC2 ag: qHTS for Agonist of cAMP-regulated guanine nucleotide exchange factor 4 (EPAC2): primary screen; Rap guanine nucleotide exchange factor 4 (Homo sapiens), Q8WZA2; EPAC2 activation, biochemical qHTS; response scale: 100% = 6.5 mM cAMP response; Potency, µM (top dose mostly 154 µM), for inactives: at the top dose activation, actives largely listed as activators; 360,000 compounds, 0.079% hits; AID 720711, 2013; also: potency is read from the fitted curve at half-maximal effect; nearly all actives have a fitted effect of over 50% in size
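qHTS, titration series. 100 nM EPAC2 / 250 nM Rap1B-BODIPY-GDP / 50 uM GDP; RT; ex 480/em 540 nm, 5-min reads to 30 min. Norm. to 6.5 mM cAMP = activation.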
pAkt inh: HTS Assay for Inhibitors of Akt Phophorylation: Primary Screen; Neuro2A IGF-stimulated pAkt S473 HTRF, 20 min; active compounds read low; 360,000 compounds, 0.32% hits; activity change, % for hits at 50 µM; in the data active = activity change below about -80%; inconclusive = mostly about -51% to -80%; also: % is scaled to controls: 0 for no effect and ±100 for the full control effect
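Single-point screen (50 µM final compound) in Neuro2A cells stimulated 20 min with 6 nM IGF at 37 deg C. After lysis, Ser473-phosphorylated Akt read by HTRF (ex 330 nm, em 615/665 nm) as the 665/615 ratio.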
CCT modulator: High-Throughput Screening for Modulators of Cytosolic Chaperonin Activity. purified chaperonin ATPase assay, HTRF ADP detection, 30 min. activity change, % (concentration not given with the values), hits read low. 360,000 compounds, 0.3% hits. AID 651819, 2012; in the data active = activity change below about -30%; also: % is scaled to controls: 0 for no effect and ±100 for the full control effect
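Nucleotide hydrolysis assay: TRiC at 20–40 nM final (set by batch activity) with 10 uM ATP, 30 min at 37 °C, in presence of 76 uM compound. Detection by competitive ADP HTRF, 30 min ambient.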
D3 antag: qHTS of D3 Dopamine Receptor Antagonist: qHTS; D(3) dopamine receptor (Homo sapiens), P35462; D3R cells, DiscoveRx beta-arrestin luminescence, antagonist mode; active compounds read low; max response, negative = inhibition, %; 360,000 compounds, 2.5% hits; AID 652054, 2013; in the data active = max response below about -50%; inconclusive = no clear call, values can overlap the other calls; also: % is scaled to controls: 0 for no effect and ±100 for the full control effect; mostly tested at two doses, the higher about 12 µM
Target sequence (P35462 whole entry, looked up): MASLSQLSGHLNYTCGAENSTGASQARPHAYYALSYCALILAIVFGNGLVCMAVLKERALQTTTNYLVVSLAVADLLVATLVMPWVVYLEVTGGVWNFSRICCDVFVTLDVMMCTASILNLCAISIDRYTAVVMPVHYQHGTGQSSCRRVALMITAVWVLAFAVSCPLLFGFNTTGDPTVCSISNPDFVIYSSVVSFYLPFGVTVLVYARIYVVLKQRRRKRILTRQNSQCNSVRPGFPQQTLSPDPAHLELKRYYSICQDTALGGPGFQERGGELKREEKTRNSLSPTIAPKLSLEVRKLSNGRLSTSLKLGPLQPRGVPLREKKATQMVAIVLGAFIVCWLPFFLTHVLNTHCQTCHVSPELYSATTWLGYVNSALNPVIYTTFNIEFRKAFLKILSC
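Cells expressing the human receptor were seeded at 1500 cells/well, incubated overnight at 37 degrees C in 5% CO2, then exposed to library compounds with dopamine controls for 90 minutes at 37 degrees C before luminescent detection.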
PTHR1 ag: qHTS for PTHR1 Agonists: Primary Screen. Potency, µM (doses to about 115 µM), without a hit: at the top dose activation, hits mostly activators. AID 743266, 2014. 410,000 compounds, 0.075% hits. HEK293 GP2 PTHR1 cells, GloSensor cAMP luminescence, 1 h. Parathyroid hormone/parathyroid hormone-related peptide receptor (Homo sapiens), Q03431; also: potency is read from the fitted curve at half-maximal effect; nearly all actives have a fitted effect of over 55% in size; some results filed as inactive show a strong effect at the top dose; inactives centre near -15; many of its hits are not listed in these tables
Target sequence (Q03431 whole entry, looked up): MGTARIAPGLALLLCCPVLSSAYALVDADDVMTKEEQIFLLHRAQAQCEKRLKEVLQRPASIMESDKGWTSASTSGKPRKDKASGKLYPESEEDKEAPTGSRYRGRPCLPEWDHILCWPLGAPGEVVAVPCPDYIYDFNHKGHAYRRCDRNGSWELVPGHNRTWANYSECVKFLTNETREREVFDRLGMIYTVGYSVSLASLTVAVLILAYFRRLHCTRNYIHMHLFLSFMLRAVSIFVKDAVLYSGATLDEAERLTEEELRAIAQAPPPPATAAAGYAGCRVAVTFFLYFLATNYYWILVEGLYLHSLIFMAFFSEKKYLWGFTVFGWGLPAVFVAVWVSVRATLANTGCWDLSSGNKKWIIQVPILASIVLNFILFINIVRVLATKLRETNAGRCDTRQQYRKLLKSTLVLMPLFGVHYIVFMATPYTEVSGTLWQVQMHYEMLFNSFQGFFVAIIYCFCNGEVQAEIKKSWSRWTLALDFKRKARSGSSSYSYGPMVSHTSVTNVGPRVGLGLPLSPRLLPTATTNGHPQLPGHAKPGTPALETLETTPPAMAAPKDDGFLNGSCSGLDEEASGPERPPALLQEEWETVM
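HEK-293-derived GP2 cells expressing PTHR1 and a GloSensor cAMP reporter, 3,000/well, plated overnight, given luciferin plus IBMX (each 0.5 mM as added) for 1 h at 37 °C, then compound for 1 h at 37 °C. Luminescence was read after 15 min at room temperature.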
EPAC2 antagonist: qHTS for Antagonist of cAMP-regulated guanine nucleotide exchange factor 2 (EPAC2): primary screen; EPAC2 GEF exchange of Rap1B-BODIPY-GDP, fluorescence; Rap guanine nucleotide exchange factor 4 (Homo sapiens), Q8WZA2; AID 720708, 2013; 360,000 compounds, 0.18% hits; Potency, µM (titrated, usually from 114 µM), for the others: top-dose activity, negative = inhibition, most hits filed as inhibitors; also: potency is read from the fitted curve at half-maximal effect; % is scaled to controls: 0 for no effect and ±100 for the full control effect; nearly all actives have a fitted effect of over 45% in size; many of its hits are not listed in these tables
DRD3 agonist: qHTS of D3 Dopamine Receptor Agonist: qHTS; max activation, %; 410,000 compounds, 0.58% hits; D(3) dopamine receptor (Homo sapiens), P35462; D3R DiscoveRx beta-arrestin cells, luminescence, 90 min; AID 652048, 2013; in the data active = max activation above about 30%; also: 0% is about no effect; mostly tested at two doses, the higher about 12 µM
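Agonist-mode cell screen: cells plated at 1500/well and incubated overnight at 37 °C, then exposed to library compounds for 90 min at 37 °C. Detection reagent was added for 30–60 min at room temperature, and luminescence was read.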
MmCpn inh: Inhibitors of TCP-1 ring complex (TRiC) of Methanococcus maripaludis (MmCpn): qHTS. Chaperonin Mm-Cpn (Methanococcus maripaludis). purified Mm-Cpn ATPase, ADP Transcreener TR-FRET. Potency, µM (top dose mostly 76.9 µM), for inactives: top-dose activity, negative = inhibition, actives largely listed as inhibitors. 330,000 compounds, 0.031% hits. AID 504842, 2011; also: potency is read from the fitted curve at half-maximal effect; % is scaled to controls: 0 for no effect and ±100 for the full control effect; nearly all actives have a fitted effect of over 80% in size
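ATPase read-out: TR-FRET ADP immunoassay (anti-ADP Eu cryptate vs ADP-d2), ex 320 nm, em 590/665 nm; signal drops as ADP forms. Enzyme 25 nM, ATP 10 uM, 30 min at 37°C after 10 min compound preincubation.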
The depositor's hits bear a star; i = inactive; ? = inconclusive; nt = no result given; [ ] = another dose, or the depositor's remark. Unless noted, calls follow the shape of the dose curve; as a rule, active = well fitted curve in the direction sought with a large enough effect; inconclusive = small, poorly fitted or top-dose-only effect, or another doubt; inactive = no such curve, though single readings can be large; an effect the other way counts as inactive or inconclusive.

SMILES | EPAC2 ag | pAkt inh | CCT modulator | D3 antag | PTHR1 ag | EPAC2 antagonist | DRD3 agonist | MmCpn inh
COc1ccccc1NC(=O)CSc1nnc(CNC(=O)c2ccccc2F)o1 | 4% | i | -2.0 | -10 | i | 5% | 1 | 3%
CCCCn1c(SCc2nc(N)nc(N3CCCCC3)n2)nc2c1c(=O)n(C)c(=O)n2C | -10% | i | 1.6 | 19 | i | 11% | -2 | 2%
O=C(NC1CCCC1)C1CCN(S(=O)(=O)N2CCCCC2)CC1 | 2% | i | -1.2 | 4 | -8% | 6% | 6 | 1%
S=C(NCCCN1CCOCC1)N(Cc1ccccc1)Cc1ccccc1 | 2% | i | -0.1 | -93* | i | 2% | -2 | -3%
C[C@]12c3[nH]c4ccccc4c3CCN1C(=O)C(CC(=O)NCCN1CCOCC1)C[C@@H]2C(=O)N1CCOCC1 (stereo partly drawn) | -1% | i | -1.6 | -2 | i | 29% | 2 | 2%
Cc1ccc(CNC(=O)Nc2ccccc2)cc1 | 3% | i | -0.5 | 3 | -12%[57.5 µM] | -3% | 1 | ?
COc1cccc(-c2cc(=O)c3cc(NC(C)=O)ccc3[nH]2)c1 | 4% | i | -0.9 | -25 | 7% | 0% | -23 | -9%
COc1cc(OC)cc(-c2c(-c3cccs3)c3cc(-c4ccc(OC)c(F)c4)ccc3n2C)c1 | 5% | i | -1.4 | 10 | i | 8% | 18 | ?
CC(C)N1CCN(c2ccncc2S(=O)(=O)N2CCN(C)CC2)CC1 | 10% | i | -2.7 | -7 | i | 5% | -5 | nt
C[C@H]1CN([C@@H](C)CO)C(=O)c2cc(NC(=O)C3CCCCC3)ccc2O[C@H]1CN(C)CC1CCCCC1 | 4% | i | 1.6 | 16 | i | -13% | 1 | 0%
CCn1cc(/C=N/O)c(C)n1 | -3% | i | 1.3 | 0 | i | 2% | 3 | -2%
COC(CCN(C)C)(c1ccccc1)c1ccccc1 | 3% | i | -0.3 | 9 | i | 5% | -11 | 1%
Clc1ccccc1-c1ncc(-c2ccccc2)o1 | 12% | i | -1.3 | 14 | -32%[inhibitor] | ? | -1 | 1%
O=C(CN1C(=O)c2ccccc2S1(=O)=O)Nc1ccon1 | 9% | i | 0.1 | 1 | i | -3% | -2 | -9%
Cc1ccn2c(=S)[nH]nc2c1 | 15% | i | 1.7 | ? | i | 10% | -1 | nt
O=c1c2ccccc2c2ccccc2c(=O)n1Cc1cccnc1 | 7% | i | -20 | -108* | 17%[57.5 µM] | 0% | -9 | 0%
O=C(NC(c1ccccc1)c1ccccc1)c1ccc(S(=O)(=O)C(F)F)cc1 | 2% | i | -7.4 | 0 | i | 0% | 6 | 1%
COc1ccccc1CNC(=O)COC(=O)c1ccc(NC(N)=O)cc1 | 7% | i | -1.7 | -5 | i | 10% | -4 | 2%
O=C(O)c1ccccc1-c1ccccc1C(=O)Nc1cccc(O)c1 | 4% | i | 0.5 | 7 | i | 4% | 4 | -1%
CCOC(=O)CN1C(=O)C(O)(CC(=O)c2cccc(OC)c2)c2ccccc21 (stereo not drawn) | -7% | i | -3.3 | -11 | -9%[57.5 µM] | 2%[57.1 µM] | -4 | 1%

Four of these compounds in a different format:
compound: CC(C)N1CCN(c2ccncc2S(=O)(=O)N2CCN(C)CC2)CC1
  EPAC2 ag: 10%
  pAkt inh: i
  CCT modulator: -2.7
  D3 antag: -7
  PTHR1 ag: i
  EPAC2 antagonist: 5%
  DRD3 agonist: -5
  MmCpn inh: nt

compound: C[C@H]1CN([C@@H](C)CO)C(=O)c2cc(NC(=O)C3CCCCC3)ccc2O[C@H]1CN(C)CC1CCCCC1
  EPAC2 ag: 4%
  pAkt inh: i
  CCT modulator: 1.6
  D3 antag: 16
  PTHR1 ag: i
  EPAC2 antagonist: -13%
  DRD3 agonist: 1
  MmCpn inh: 0%

compound: CCn1cc(/C=N/O)c(C)n1
  EPAC2 ag: -3%
  pAkt inh: i
  CCT modulator: 1.3
  D3 antag: 0
  PTHR1 ag: i
  EPAC2 antagonist: 2%
  DRD3 agonist: 3
  MmCpn inh: -2%

compound: COC(CCN(C)C)(c1ccccc1)c1ccccc1
  EPAC2 ag: 3%
  pAkt inh: i
  CCT modulator: -0.3
  D3 antag: 9
  PTHR1 ag: i
  EPAC2 antagonist: 5%
  DRD3 agonist: -11
  MmCpn inh: 1%

Further structures
SMILES | EPAC2 ag | pAkt inh | CCT modulator | D3 antag | PTHR1 ag | EPAC2 antagonist | DRD3 agonist | MmCpn inh
Cc1cccc(C)c1NC(=O)Nc1ccccc1-n1ccnc1 | 7% | i | -6.0 | 9 | i | -3% | 3 | 0%
CCCCn1nnnc1SCC(=O)Nc1ccc(F)cc1 | 3% | i | -2.1 | -20 | i | -2% | 1 | 0%
COc1cccc(C(=O)NNC(=O)c2ccc3ccccc3c2)c1 | 5% | i | -3.2 | -19 | 8% | 13% | -9 | nt
COc1ccc2oc(=O)c(-c3csc(Nc4cccc(O)c4)n3)cc2c1 | 14% | i | 0.0 | 22 | -17% | 9% | 10 | -5%
CC(CCc1ccco1)NC(=O)CCc1nnc2ccc(NCc3ccccc3)nn12 (stereo not drawn) | -10% | i | 0.4 | -14 | -25% | 6% | 0 | -1%
Cn1c(=O)c2c(nc(SCCNS(=O)(=O)c3ccccc3)n2C)n(C)c1=O | 10% | i | -1.6 | 4 | i | 0% | -1 | -2%
O=C(Nc1cc(Cl)ccc1-n1cncn1)c1cccs1 | 9% | i | -0.6 | 0 | i | -10% | -8 | 0%
O=C1NC[C@H](CCCCN2C[C@H](Cc3ccc(O)cc3)N(CCc3ccccc3)C(=O)C2=O)N(CC2CCCCC2)C1=O | -4% | i | 0.7 | 6 | ? | 3% | 2 | nt
CCOc1cc(C(=O)N(C)CC(=O)Nc2cccc(F)c2)ccc1OCC(=O)N1CCCCC1 | 17% | i | -1.9 | 3 | -6% | 3% | 2 | 2%
CC(C)NC(=O)Nc1ccc2c(c1)C(=O)N([C@H](C)CO)C[C@H](C)[C@@H](CN(C)Cc1ccc(C(F)(F)F)cc1)OCCCC[C@@H](C)O2 | -14% | i | -0.7 | -29 | -24% | -11% | -5 | nt
Cc1ccc(NC(=O)c2ncn(CCCNCc3ccccn3)n2)cc1C | 6% | i | -0.3 | 0 | -6% | 16% | -21 | nt
O=C(CCCN1C(=O)c2ccccc2C1=O)Nc1nncs1 | 5% | i | -0.1 | 0 | i | -6% | 9 | -2%
COCCn1c(N)c(S(=O)(=O)c2cccs2)c2nc3ccccc3nc21 | 6% | i | -2.8 | -12 | i | 3% | -4 | -14%
CN(C)S(=O)(=O)N1CCC(Oc2ccc(C(=O)NC3Cc4ccccc4C3)cc2)CC1 | -5% | i | -0.3 | 0 | -54%[inhibitor] | 6% | 5 | -5%
CCCCNC(=O)C1(C)CCCCN1C(=O)c1c(F)ccc(C)c1F (stereo not drawn) | 10% | i | 1.2 | 14 | i | 10% | -13 | nt
Cc1ccc(OCC(=O)N2CCc3ccccc32)c([N+](=O)[O-])n1 | 7% | i | -20 | -6 | i | -3% | -24 | -2%
CC(OC(=O)CCCC(=O)Nc1ccc(F)cc1)C(=O)c1ccccc1 (stereo not drawn) | 1% | i | 0.5 | 10 | -15% | -1% | 18 | -1%
O=C(CCCN1CCC(c2ccccc2)C1)c1ccc2c(c1)OCCO2 (stereo not drawn) | 5% | i | -0.1 | -82* | 18%[57.5 µM] | 13% | -33 | 0%
O=C(Nc1cccn(Cc2c(F)cccc2Cl)c1=O)NC1CCCCC1 | 12% | i | -0.8 | 2 | -86%[inhibitor] | -10% | -4 | -1%
O=C(NCCN1CCC(n2c(=O)[nH]c3ccccc32)CC1)c1cccnc1 | 5% | i | -4.7 | -17 | 1% | 7% | -11 | nt
CC(C)Cn1c(=O)c2ccccc2n2c(CCC(=O)O)nnc12 | 4% | i | -0.9 | 11 | i | 0% | 26 | 2%
Cc1c2cnn(CC(=O)NC3CCCC3)c(=O)c2c(C)n1Cc1ccccc1 | 10% | i | 1.5 | -11 | -49%[inhibitor] | 7% | 7 | 1%
Cc1ccc(/C=N/NC(=O)CSc2nc3ccccc3n2C)s1 | -3% | i | -2.9 | -29 | i | -11% | -6 | 3%
CC(=O)OCC1OC(OC(C)=O)C(NC(=O)Cc2ccccc2)C(OC(C)=O)C1OC(C)=O (stereo not drawn) | -3% | i | 3.1 | 18 | i | 11% | 3 | -1%
O=C(NCC1CCCN1S(=O)(=O)c1cccs1)C(=O)Nc1ccc(F)cc1 (stereo not drawn) | -2% | i | 2.0 | 15 | -9% | -1% | 3 | 1%
COc1ccccc1CNC(=O)C/C(C)=N/NC(=O)Cc1ccc(Cl)cc1 | 1% | i | -2.0 | 1 | -4% | -4% | 1 | -9%

The list is partial; the hit share may differ from the screen's.
